FXIIa mix inh: factor XIIa (human) inhibition, mixture screen; inhibition, % at 5 µM; P00748; purified FXIIa, fluorogenic substrate, pooled mixtures; 62,000 tested, 0.2% active;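 also: 0% = enzyme without compound and 100% = no enzyme blank; some results filed as inactive read as strong as hits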
FXIa inh mix: factor XIa (human) inhibition, mixture screen; P03951; purified FXIa, fluorogenic substrate, pooled mixtures; inhibition, % at 5 µM; 62,000 tested, 0.19% active; AID 680;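 also: each value is inhibition by a whole ten-compound pool holding the compound; 0% = enzyme with no mixture and 100% = wells lacking enzyme; strong numbers were not always called active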
Target sequence (P03951 19-387 limits assumed): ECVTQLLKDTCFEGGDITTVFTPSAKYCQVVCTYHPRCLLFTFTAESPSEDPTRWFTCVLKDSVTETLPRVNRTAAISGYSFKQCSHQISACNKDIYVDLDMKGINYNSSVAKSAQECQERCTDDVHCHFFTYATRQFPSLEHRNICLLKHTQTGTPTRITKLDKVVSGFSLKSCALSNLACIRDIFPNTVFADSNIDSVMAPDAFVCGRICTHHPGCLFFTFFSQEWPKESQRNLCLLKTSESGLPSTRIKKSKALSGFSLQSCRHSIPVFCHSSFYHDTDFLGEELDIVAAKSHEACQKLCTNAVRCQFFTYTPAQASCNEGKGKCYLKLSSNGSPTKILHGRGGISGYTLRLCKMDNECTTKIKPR
Target sequence (P03951 388-625 limits assumed): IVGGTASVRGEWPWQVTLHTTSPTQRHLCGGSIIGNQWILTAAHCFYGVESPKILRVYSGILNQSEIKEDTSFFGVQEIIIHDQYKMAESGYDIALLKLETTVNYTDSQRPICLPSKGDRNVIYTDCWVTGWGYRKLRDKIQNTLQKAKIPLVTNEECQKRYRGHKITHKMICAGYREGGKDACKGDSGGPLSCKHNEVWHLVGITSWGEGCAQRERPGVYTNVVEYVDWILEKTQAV
Cdc25B block: inhibitors of human Cdc25B phosphatase | AID 368 | 65,000 tested, 0.1% active | recombinant Cdc25B, OMFP fluorescence Ex485/Em525 | P30305 | inhibition, %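 (compounds tested at 10 µM final in the well)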; in the data active = inhibition above about 50%
JNK3 inh: inhibitors of human JNK3 kinase; P53779; purified JNK3 kinase activity, HTS; inhibition, % at 8 µM; 60,000 tested, 0.61% active; AID 746; in the data active = inhibition above about 17%;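 also: 0% = DMSO and 100% = reference inhibitor; many of its hits are not listed in these tables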
AP complement: orthogonal test for alternative complement pathway inhibitors | Human serum alternative complement pathway, LPS-coated ELISA, C3 deposition; tested in compound mixtures | inhibition, % at 5 µM | 62,000 tested, 0.08% active | AID 1235;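 active = inhibition above 30% in each of the two pooled mixtures holding the compound, so the lower value exceeds 30%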;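 also: 0% = serum in Mg-EGTA without compound and 100% = EDTA serum blank; some compounds past the cut are filed as inactive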
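Test system – human serum alternative complement pathway, C3 deposition on LPS-coated wells · Buffer or medium – diluted human serum in Mg2+-EGTA GVB++ · Compound dosing – 5 µM each compound, pools of ten, 50 µM per pool · Schedule – 1 h serum-compound exposure at 37 °C · Measured by – Anti-C3 ELISA, OD 450 nm · Read-out basis – percent inhibition of C3 deposition onto LPS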
DUSP1 inh: inhibitors of human MKP-1 phosphatase; recombinant MKP-1, OMFP hydrolysis fluorescence; 65,000 tested, 0.15% active; P28562; inhibition, %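 (compounds tested at a single concentration somewhere between 10 and 100 µM)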;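 active = inhibition above about 50%, limit read from the data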;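 also: 0% = DMSO max control wells and 100% = wells with enzyme stopped by NaOH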
Target sequence (P28562 whole entry, looked up): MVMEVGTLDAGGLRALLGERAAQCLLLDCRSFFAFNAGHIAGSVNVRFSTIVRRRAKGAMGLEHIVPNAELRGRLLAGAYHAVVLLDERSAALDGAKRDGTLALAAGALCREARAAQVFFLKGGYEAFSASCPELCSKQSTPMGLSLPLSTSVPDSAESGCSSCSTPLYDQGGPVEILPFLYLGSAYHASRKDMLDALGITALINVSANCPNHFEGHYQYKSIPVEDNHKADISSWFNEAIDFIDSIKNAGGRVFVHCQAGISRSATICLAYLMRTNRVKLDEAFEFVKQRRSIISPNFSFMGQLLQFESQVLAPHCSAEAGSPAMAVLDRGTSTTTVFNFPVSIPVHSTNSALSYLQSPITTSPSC
Abs 340nm: absorbance at 340 nm | compound absorbance at 340 nm, fold over control | fold change at 10 µM | 65,000 tested, under 10 active;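 active = at 10 µM dose, initial 340 nm absorbance at least 2 fold that of control wells; inactive = change under 2 fold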;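 also: initial absorbance extrapolated from kinetic A340 decline of NADH oxidation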
Hsp90 inh: displaces geldanamycin probe from tumor Hsp90; P07900; NCI-N417 lysate Hsp90, Cy3B-geldanamycin FP displacement; inhibition, % at 30 µM; 64,000 tested, 0.35% active; AID 429;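 active = inhibition above 50%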;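 also: 0% = tracer plus lysate wells and 100% = tracer alone without lysate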
MMP-13 inhibitor: inhibitors of human MMP13. P45452. 65,000 tested, 0.07% active. MMP-13 fTHP FRET cleavage, Mca fluorescence. inhibition, % at 4 µM;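 active = inhibition above the mean of compound-free control plate wells plus 3 SD, cut at about 14% in these data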;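 also: 0% = DMSO wells and 100% = wells with reference MMP-13 inhibitor after basal subtraction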
Starred values were filed as active, the others as inactive. Rule as the data show it, unless noted: active = inhibition above about 20% (passing the limit was not always enough); inactive = the rest.

Results for CCOc1cc(S(=O)(=O)n2nc(C)cc2C)ccc1F ?
FXIIa mix inh: 10; FXIa inh mix: -1; Cdc25B block: -10; JNK3 inh: 0; AP complement: 1; DUSP1 inh: 0; Abs 340nm: 1.1; Hsp90 inh: 1; MMP-13 inhibitor: -3

How did O=C(/C=N/O)NCCCN1CCOCC1 do in these assays?
FXIIa mix inh: 4; FXIa inh mix: -1; Cdc25B block: 14; JNK3 inh: -1; AP complement: 13; DUSP1 inh: -24; Abs 340nm: 1; Hsp90 inh: -4; MMP-13 inhibitor: 2

What do the screens show for `N#CC1=C(N)OC(c2ccccc2)=C(C#N)C1c1ccc2c(c1)OCO2` (stereo not given)?
FXIIa mix inh: 6; FXIa inh mix: 2; Cdc25B block: 0; JNK3 inh: -3; AP complement: -2; DUSP1 inh: -7; Abs 340nm: 0.99; Hsp90 inh: -1; MMP-13 inhibitor: 2

What do the screens show for `O=C(OCc1nnc(-c2ccc(Cl)cc2)o1)c1ccncc1`?
FXIIa mix inh: 1; FXIa inh mix: 6; Cdc25B block: 0; JNK3 inh: 2; AP complement: -1; DUSP1 inh: -12; Abs 340nm: 1; Hsp90 inh: -7; MMP-13 inhibitor: 5

What do the screens show for `CC(=O)c1ccc(OC(C)C)c(CSc2nc(O)cc(=O)[nH]2)c1`?
FXIIa mix inh: 8; FXIa inh mix: 6; Cdc25B block: -20; JNK3 inh: 0; AP complement: 11; DUSP1 inh: 22; Abs 340nm: 1; Hsp90 inh: -4; MMP-13 inhibitor: 4

What do the screens show for `COC(=O)C(C)Sc1nnc(SC(C)C(=O)OC)s1` (stereo not given)?
FXIIa mix inh: 3; FXIa inh mix: -4; Cdc25B block: 4; JNK3 inh: -3; AP complement: 3; DUSP1 inh: -11; Abs 340nm: 1; Hsp90 inh: 8; MMP-13 inhibitor: -2

Results for CCOC(=O)c1cc2sccc2n1CC(=O)N1c2ccccc2CC1C (stereo not given) ?
FXIIa mix inh: 1; FXIa inh mix: 7; Cdc25B block: 6; AP complement: -8; DUSP1 inh: 30; Abs 340nm: 0.99; Hsp90 inh: 1; MMP-13 inhibitor: 4

Results for Cc1ccccc1-c1ccc(Nc2ccc(N3CCOCC3)cc2)nn1 ?
FXIIa mix inh: 1; FXIa inh mix: 12; Cdc25B block: -11; AP complement: 5; DUSP1 inh: 7; Abs 340nm: 1.1; MMP-13 inhibitor: 9

How did O=C(O)c1cc(S(=O)(=O)O)ccc1O do in these assays?
FXIIa mix inh: 1; FXIa inh mix: 2; Cdc25B block: 6; JNK3 inh: 2; AP complement: 2; DUSP1 inh: -26; Abs 340nm: 1; Hsp90 inh: 1; MMP-13 inhibitor: -24

What do the screens show for `COc1cccc(NC(=O)Cc2nnc(SCC(=O)c3ccccc3)n2C)c1`?
FXIIa mix inh: 2; FXIa inh mix: 5; Cdc25B block: -4; JNK3 inh: 1; AP complement: -1; DUSP1 inh: 18; Abs 340nm: 0.99; Hsp90 inh: -9; MMP-13 inhibitor: 6

What do the screens show for `CC(=O)Nc1cc(C(=O)O)ccc1S(=O)(=O)c1ccc(Cl)cc1`?
FXIIa mix inh: 4; FXIa inh mix: 0; Cdc25B block: -33; JNK3 inh: 2; AP complement: 12; DUSP1 inh: 12; Abs 340nm: 1; Hsp90 inh: 4; MMP-13 inhibitor: -3

Results for Cc1ccc(N2CC(C(=O)Nc3cccc(F)c3)CC2=O)cc1 (stereo not given) ?
FXIIa mix inh: 0; FXIa inh mix: 2; Cdc25B block: -14; JNK3 inh: -3; AP complement: -5; DUSP1 inh: 10; Abs 340nm: 1; Hsp90 inh: 0; MMP-13 inhibitor: 8

Results for Cc1ccnc(SCCn2c(N3CCN(C)CC3)nc3c2c(=O)[nH]c(=O)n3C)n1 ?
FXIIa mix inh: -19; FXIa inh mix: 2; Cdc25B block: 3; JNK3 inh: -5; AP complement: -16; DUSP1 inh: -7; Abs 340nm: 0.99; Hsp90 inh: -9; MMP-13 inhibitor: 0

Results for COc1ccc(N(C)S(=O)(=O)c2cccc3cccnc23)c(OC)c1 ?
FXIIa mix inh: 3; FXIa inh mix: 3; Cdc25B block: -8; JNK3 inh: 0; AP complement: 10; DUSP1 inh: 2; Abs 340nm: 0.99; Hsp90 inh: -1; MMP-13 inhibitor: 0

Results for COc1ccc(N=CC2=C(O)CC(C)(C)CC2=O)cc1 ?
FXIIa mix inh: -16; FXIa inh mix: 4; Cdc25B block: -3; JNK3 inh: 1; AP complement: 7; DUSP1 inh: 3; Abs 340nm: 1.2; Hsp90 inh: -4; MMP-13 inhibitor: 0

How did Cn1c(Cc2cccs2)nnc1SC/C=C/c1ccccc1 do in these assays?
FXIIa mix inh: 19; FXIa inh mix: -24; Cdc25B block: -1; JNK3 inh: -4; AP complement: 25; DUSP1 inh: 4; Abs 340nm: 1; Hsp90 inh: 1; MMP-13 inhibitor: -7

Results for CCOC(=O)c1nnn(-c2nonc2N)c1-c1ccc(OC)cc1 ?
FXIIa mix inh: 6; FXIa inh mix: 0; Cdc25B block: -4; JNK3 inh: 0; AP complement: 22; DUSP1 inh: -1; Abs 340nm: 1; Hsp90 inh: 0; MMP-13 inhibitor: 0

What do the screens show for `CN1CCN(S(=O)(=O)c2ccc3[nH]cc(C(=O)O)c(=O)c3c2)CC1`?
FXIIa mix inh: 3; FXIa inh mix: -1; Cdc25B block: -5; AP complement: 8; DUSP1 inh: 6; Abs 340nm: 1; Hsp90 inh: -2; MMP-13 inhibitor: 0

How did CCCCN(C)C(=O)C1CCC(=O)N(c2cc(OC)c(OC)c(OC)c2)C1c1ccc(OC)cc1 (stereo not given) do in these assays?
FXIIa mix inh: -3; FXIa inh mix: 12; AP complement: 22; Abs 340nm: 1; MMP-13 inhibitor: 0

How did CCOC(=O)N1CCN(S(=O)(=O)c2ccc(F)cc2)CC1 do in these assays?
FXIIa mix inh: 14; FXIa inh mix: -10; Cdc25B block: 0; JNK3 inh: 1; AP complement: 0; DUSP1 inh: -5; Abs 340nm: 1; Hsp90 inh: 1; MMP-13 inhibitor: -1

Results for COc1cccc(OCC(=O)Nc2ccccc2NC(C)=O)c1 ?
FXIIa mix inh: -3; FXIa inh mix: 6; Cdc25B block: -5; JNK3 inh: -1; AP complement: 9; DUSP1 inh: 2; Abs 340nm: 0.98; Hsp90 inh: -3; MMP-13 inhibitor: -2

How did CC1CCN(S(=O)(=O)Cc2ccccc2Cl)CC1 do in these assays?
FXIIa mix inh: -1; FXIa inh mix: 13; Cdc25B block: -14; JNK3 inh: -1; AP complement: 15; DUSP1 inh: 8; Abs 340nm: 1; Hsp90 inh: 4; MMP-13 inhibitor: -2

What do the screens show for `Clc1ccc(CSc2ncn[nH]2)cc1`?
FXIIa mix inh: 0; FXIa inh mix: 5; Cdc25B block: -5; JNK3 inh: 4; AP complement: 22; DUSP1 inh: 2; Abs 340nm: 1; Hsp90 inh: -3; MMP-13 inhibitor: 8

How did NCc1cccc(-n2cccn2)c1 do in these assays?
FXIIa mix inh: 14; FXIa inh mix: -23; Cdc25B block: -8; JNK3 inh: 7; AP complement: 7; DUSP1 inh: 0; Abs 340nm: 0.99; Hsp90 inh: -4; MMP-13 inhibitor: -2

How did COc1ccccc1CNC(=O)CCNC(=O)Cn1ccc2ccccc2c1=O do in these assays?
FXIIa mix inh: 21; FXIa inh mix: -8; Cdc25B block: -13; AP complement: 11; DUSP1 inh: 5; Abs 340nm: 1; Hsp90 inh: -3; MMP-13 inhibitor: 0

How did Cc1c(C(=O)COC(C)(C)C)[nH]c2ccccc12 do in these assays?
FXIIa mix inh: 7; FXIa inh mix: -8; Cdc25B block: 1; JNK3 inh: 1; AP complement: 6; DUSP1 inh: -19; Abs 340nm: 1; Hsp90 inh: 0; MMP-13 inhibitor: 4

How did Cc1ccc(Cn2c3ccccc3c3cn[nH]c(=O)c32)cc1 do in these assays?
FXIIa mix inh: 0; FXIa inh mix: 7; Cdc25B block: -6; JNK3 inh: 8; AP complement: 13; DUSP1 inh: -4; Abs 340nm: 1.1; Hsp90 inh: -3; MMP-13 inhibitor: 5

What do the screens show for `NC(=O)CSc1nnc(-c2ccoc2)o1`?
FXIIa mix inh: -6; FXIa inh mix: 5; Cdc25B block: -1; JNK3 inh: -2; AP complement: 2; DUSP1 inh: -8; Abs 340nm: 1; Hsp90 inh: 1; MMP-13 inhibitor: 3

What do the screens show for `Cc1ccc(OCCCN(C)C)c(Br)c1`?
FXIIa mix inh: 9; FXIa inh mix: 20; Cdc25B block: -4; JNK3 inh: 2; AP complement: 2; DUSP1 inh: 12; Abs 340nm: 1.1; Hsp90 inh: -1; MMP-13 inhibitor: -6

Results for COc1ccc(F)cc1S(=O)(=O)n1cc(C)nc1-c1ccccc1 ?
FXIIa mix inh: 19; FXIa inh mix: 6; Cdc25B block: 13; JNK3 inh: -3; AP complement: 11; DUSP1 inh: 4; Abs 340nm: 1; Hsp90 inh: 5; MMP-13 inhibitor: 1

How did CC(CP(=O)(O)O)NC(=O)Cc1ccccc1 (stereo not given) do in these assays?
FXIIa mix inh: -16; FXIa inh mix: -21; Cdc25B block: -4; JNK3 inh: -2; AP complement: 14; DUSP1 inh: 0; Abs 340nm: 1.1; Hsp90 inh: -3; MMP-13 inhibitor: -9

What do the screens show for `O=C(O)c1cc(C(=O)O)c(-c2ccccc2)c(C(=O)O)c1`?
FXIIa mix inh: 19; FXIa inh mix: -6; Cdc25B block: -2; AP complement: -16; DUSP1 inh: 9; Abs 340nm: 0.99

How did CCc1nc(N2CCC(C)CC2)c2oc3ccccc3c2n1 do in these assays?
FXIIa mix inh: 5; FXIa inh mix: 5; Cdc25B block: -1; JNK3 inh: 3; AP complement: 15; DUSP1 inh: 2; Abs 340nm: 1; Hsp90 inh: -2; MMP-13 inhibitor: -2

How did COc1ccc(C(=O)N2CCCc3ccccc32)cc1 do in these assays?
FXIIa mix inh: 3; FXIa inh mix: 4; Cdc25B block: -7; JNK3 inh: 1; AP complement: 14; DUSP1 inh: 4; Abs 340nm: 0.99; Hsp90 inh: 0; MMP-13 inhibitor: -3

Results for CCC(c1nnnn1C(C)C)N1CCN(C2CCCC2)CC1 (stereo not given) ?
FXIIa mix inh: 3; FXIa inh mix: 3; Cdc25B block: 5; JNK3 inh: 10; AP complement: -13; DUSP1 inh: -23; Abs 340nm: 0.86; Hsp90 inh: 0; MMP-13 inhibitor: -1

Results for O=C(Nc1ccc(S(=O)(=O)Nc2cnc3ccccc3n2)cc1)c1ccc(Br)o1 ?
FXIIa mix inh: 0; FXIa inh mix: 1; Cdc25B block: -16; JNK3 inh: -1; AP complement: 2; DUSP1 inh: 10; Abs 340nm: 1.1; Hsp90 inh: -6; MMP-13 inhibitor: -23

Results for Nc1c(C(=O)c2cccs2)oc2ccccc12 ?
FXIIa mix inh: 4; FXIa inh mix: 10; Cdc25B block: 4; JNK3 inh: -2; AP complement: 3; DUSP1 inh: 11; Abs 340nm: 1.1; Hsp90 inh: 0; MMP-13 inhibitor: -6

Reprinted at random: three records from the list.
Results for COc1ccc(F)cc1S(=O)(=O)n1cc(C)nc1-c1ccccc1 ?
FXIIa mix inh: 19; FXIa inh mix: 6; Cdc25B block: 13; JNK3 inh: -3; AP complement: 11; DUSP1 inh: 4; Abs 340nm: 1; Hsp90 inh: 5; MMP-13 inhibitor: 1

Results for Cc1ccccc1-c1ccc(Nc2ccc(N3CCOCC3)cc2)nn1 ?
FXIIa mix inh: 1; FXIa inh mix: 12; Cdc25B block: -11; AP complement: 5; DUSP1 inh: 7; Abs 340nm: 1.1; MMP-13 inhibitor: 9

Results for Nc1c(C(=O)c2cccs2)oc2ccccc12 ?
FXIIa mix inh: 4; FXIa inh mix: 10; Cdc25B block: 4; JNK3 inh: -2; AP complement: 3; DUSP1 inh: 11; Abs 340nm: 1.1; Hsp90 inh: 0; MMP-13 inhibitor: -6
